Assay outcomes (PubChem BioAssay)
GAA inhib: inhibitors of human lysosomal alpha-glucosidase | P10253 | Potency, µM (top dose mostly 76.9 µM), without a hit: at the top dose activity change, negative = inhibition, hits mostly inhibitors | AID 1466 | purified human GAA, 4-MU-alpha-glucoside fluorescence | 200,000 tested, 0.005% active;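 note: plate controls were uninhibited enzyme wells for no effect and no-enzyme background for full effect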
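Human enzyme at 4 nM with 400 uM 4-methylumbelliferyl-alpha-D-pyranoside, citrate/phosphate buffer pH 5.0, 0.005% Tween-20, 20 min at room temperature. Compounds up to 77 uM. 4-MU fluorescence (Ex 365/Em 440) read after NaOH/glycine stop; AC50 from Hill fit.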
GAA glycogen: GAA glycogen-cleavage inhibition or activation; P10253; recombinant GAA, glycogen substrate, Amplex Red glucose oxidase fluorescence; Potency, µM (top dose mostly 76.4 µM), for inactives: at the highest dose activity change, negative = inhibition, actives largely listed as inhibitors; 300,000 tested, 0.38% active;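 note: 0% = full enzyme reaction and -100% = no-enzyme basal signal; the screen sought inhibitors and activators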
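Recombinant human alpha-glucosidase (4 nM final) hydrolysed bovine liver glycogen (30 ug) for 40 min at 37 C in pH 5.0 citrate/phosphate with 0.01% Tween-20. Released glucose detected by glucose oxidase/Amplex Red, Ex 573/Em 610 nm. Compounds up to 77 uM; AC50 from Hill fits.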
Tau ThT inhib: inhibitors of human tau fibril formation, thioflavin T binding. P10636. AID 1460. recombinant tau K18 P301L, heparin-induced fibrillization, ThT fluorescence. 270,000 tested, 2.1% active. Potency, µM (series often up to 57.4 µM), for the others: top-dose activity, negative = inhibition, hits mostly inhibitors; note: % is set by controls: 0 for no effect and ±100 for the full control effect; nearly all actives have a fitted effect of over 55% in size
Target sequence (P10636 561-689 P618L limits assumed): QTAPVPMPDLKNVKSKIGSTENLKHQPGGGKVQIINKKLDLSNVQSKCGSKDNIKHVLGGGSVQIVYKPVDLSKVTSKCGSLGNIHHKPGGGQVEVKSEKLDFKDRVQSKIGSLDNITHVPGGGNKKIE
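Fibril formation assay: tau K18 P301L at 15 uM with trace Alexa 594 label, heparin inducer 20 uM, pH 7 sodium acetate buffer, 37 C for 6 hr; endpoint ThT signal.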
HTT ATP protect: protects HTT-Q103 PC12 cells, measured by ATP | PC12 HTT-Q103 induced, cytoprotection, ATP luminescence, 40 h | Potency, µM (series often up to 56.4 µM), inactives show cytoprotection (ATP increase), hits mostly activators | 230,000 tested, 0.14% active;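 note: % of control where 0% means no effect; nearly all actives have a fitted effect of over 45% in size; toxic huntingtin expression switched on by the ecdysone agonist tebufenozide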
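Stable PC12 Q103-GFP cells in serum-supplemented, phenol red-free DMEM; induction by tebufenozide at 100 nM final; compound dose series; cell viability quantified luminescently from ATP.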
aGal spleen mod: inhibitors or activators of human alpha-galactosidase in spleen homogenate | 240,000 tested, 0.008% active | Potency, µM (top dose mostly 80 µM), without a hit: at the highest dose activity change, negative = inhibition, hits mostly inhibitors | P06280 | AID 2107 | human spleen homogenate, 4MU-alpha-Gal fluorescence, 40 min;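 note: 0% = enzyme with vehicle and -100% = no enzyme basal signal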
Target sequence (P06280 32-429 limits assumed): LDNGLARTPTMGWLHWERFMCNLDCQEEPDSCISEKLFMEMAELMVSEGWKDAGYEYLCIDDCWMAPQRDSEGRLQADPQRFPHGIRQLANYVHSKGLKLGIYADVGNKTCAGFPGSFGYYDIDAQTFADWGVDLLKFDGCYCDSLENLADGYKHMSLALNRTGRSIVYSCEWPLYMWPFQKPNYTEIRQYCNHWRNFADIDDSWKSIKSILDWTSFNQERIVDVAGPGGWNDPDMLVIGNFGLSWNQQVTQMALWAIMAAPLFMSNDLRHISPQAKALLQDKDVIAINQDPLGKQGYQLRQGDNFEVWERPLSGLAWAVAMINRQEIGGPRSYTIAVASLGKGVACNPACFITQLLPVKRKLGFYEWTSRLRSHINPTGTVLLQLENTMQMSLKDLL
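Human spleen homogenate (1 ug) was the enzyme source, with 4-methylumbelliferyl-alpha-D-galactopyranoside (1 mM final) in pH 5.0 citrate buffer with 0.01% Tween-20. Compounds were titrated; after 40 min at 37C, NaOH/glycine stop, 4-MU fluorescence read; AC50 from Hill fits.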
Tau fibril FP: blocks human tau fibril formation measured by polarization | P10636 | K18 P301L tau heparin fibrillization, Alexa594 FP, 6 h | Potency, µM (titrated, usually from 57.7 µM), for the others: top-dose activity, negative = inhibition, usual class: inhibitors | 280,000 tested, 0.39% active | AID 1468; note: % is set by controls: 0 for no effect and ±100 for the full control effect; nearly all actives have a fitted effect of over 55% in size
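Recombinant K18 P301L […], labeled with Alexa 594 at 0.24 uM over 15 uM unlabeled; heparin inducer 20 uM final; 37 C, 6 hr; FP endpoint.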
Tau fluor counter: counter-screen for tau fibril formation inhibitors | tau K18 P301L Alexa594 fluorescence, heparin fibrillization | Potency, µM (highest dose often 57.7 µM), without a hit: at the top dose activity change, negative = decrease | 280,000 tested, 0.93% active | AID 1463; note: % is set by controls: 0 for no effect and ±100 for the full control effect; nearly all actives have a fitted effect of over 55% in size
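Human tau K18 P301L (15 uM unlabeled, 0.24 uM Alexa 594-labeled) in 100 mM sodium acetate pH 7 with 20 uM heparin, 6 hr at 37 C. ThT 30 uM added, 1 hr ambient; Alexa 594 FP and total fluorescence read at 555/632 nm.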
aGlu spleen mod: lysosomal alpha-glucosidase (human) modulation. human spleen homogenate, 4-MU-alpha-glucoside fluorescence. P10253. 240,000 tested, 0.006% active. Potency, µM (doses to about 79.9 µM), for the others: at the top dose activity change, negative = inhibition, most hits filed as inhibitors;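 note: 0% = enzyme with vehicle and -100% = no enzyme basal signal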
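Human spleen homogenate (1 ug) with 4-methylumbelliferyl-alpha-D-glucopyranoside (1 mM final) in 50 mM citrate/phosphate pH 5.0, 0.01% Tween-20; 40 min at 37 C. Stopped at pH 10; 4-MU fluorescence Ex 365/Em 440 nm; AC50 by Hill fit.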
Starred values were filed as active, the others as inactive; ? = inconclusive; / = no result given; & = joins results of further samples; [ ] = remark or other dose. Calls come from the whole dose curve; as a rule, active = well fitted curve in the direction sought with a large enough effect; inconclusive = small, poorly fitted or top-dose-only effect, or another doubt; inactive = no such curve, though single readings can be large; an effect the other way counts as inactive or inconclusive. Potency is the fitted concentration of half-maximal effect.

smiles | GAA inhib | GAA glycogen | Tau ThT inhib | HTT ATP protect | aGal spleen mod | Tau fibril FP | Tau fluor counter | aGlu spleen mod
O=C(COC(=O)C1(c2ccc(F)cc2)CCCC1)NCc1ccc2c(c1)OCO2 | -3% | -7% | -14% | 17%[10 µM] | 5% | -1% | -22% | -2%
CCN1/C(=C/c2ccc3cc(C)ccc3[n+]2CC)Sc2ccccc21 | -1% | -1% | 18µM* | -68%[inhibitor][10 µM] | -7% | ? | 14% | -7%
CNC(=O)/C(=C\c1cccc(Oc2ccccc2)c1)NC(=O)c1ccccc1 | 5% | 4% | -3% | -11%[1.9 µM] | 8% | -1% | -11% | 7%
CC1(C)C(=O)Nc2ccccc2N1C(=O)COC(=O)c1cc([N+](=O)[O-])ccc1N | 2% | 2% | -7% | 14%[10 µM] | 0% | -3% | -17% | -2%
O=C(CNCC1CCCCC1)Nc1ccccc1N1CCCCC1 | -13% | -19% | -9% | ? | 10% | 0% | 0% | -2%
Cc1ccc(-c2noc(CCCc3ccccc3)n2)cc1 | -11% | 10% | -10% | 2% | 6% | -3% | -6% | -10%
COCC(C)N=C1NN=C(c2cc(C)n(Cc3ccccc3Cl)c2C)CS1 (stereo unspecified) | -1% | -14% | -16% | -105%[inhibitor] | 6% | 3% | -9% | 6%
Cc1[nH]c(C(=O)N/N=C/c2ccc(N(C)C)cc2)c(C)c1C(=O)N/N=C/c1ccc(N(C)C)cc1 | 8% | -11% | 2.2µM* | -47%[inhibitor][10 µM] | 1% | 0% | ? | -5%
Cc1cc(NC(=O)CN2CCCC(C)C2)n(-c2nc3ccccc3s2)n1 (stereo unspecified) | -4% | 5% | -5% | -21% | 0% | -2% | -6% | -2%
Cc1nc2ccc(Br)cn2c1NC(C)(C)C | 1% | ? | 0% | 14%[10 µM] | 6% | 2% | 1% | -8%
COc1ccccc1-c1ccc(C(=O)O)o1 | -3% | 0% | 1% | -15% | 4% | -2% | 8% | -5%
CC(C)Oc1ccc(N2CC(C(=O)OCC(=O)NCc3ccccc3)CC2=O)cc1 (stereo unspecified) | 3% | 7% | -3% | 13% | 4% | 11% | 1% | 3%
CCOC(=O)c1[nH]c(C)c(CN(CCc2ccccc2)S(C)(=O)=O)c1C | -15%[15.4 µM] | 4% | -5% | 2% | 0% | -9% | -18% | -5%
Cc1ccc(C2=NN=C(NC(=O)CSc3nnc4c5ccccc5n(C)c4n3)SC2)cc1 | -2% | -14% | 2.8µM* | / | -5% | ? | -22% | -1%
COc1ccc(N2CCN(Cc3cc4c(cc3O)CCC4)CC2)cc1 | -13% | -8% | ? | -7% | 11% | ? | ? | 7%
c1ccc2c(c1)ncc1cccn12 | ? | -16% | 0% | 19% | ? | -2% | 5% | 23%
O=C(N/N=C/c1ccccn1)c1cc(-c2ccc(Br)cc2)nc2ccccc12 | / | -7% | ? | 7%[10 µM] | 1% | ? | ? | 2%
CCOc1ccc(N2C(=O)CC(N3CCN(C(=O)c4ccco4)CC3)C2=O)cc1 (stereo unspecified) | 6% | 5% | -11% | -19% | 1% | -1% | -8% | -5%
CCCCOC(=O)CSc1ncnc2sc3c(c12)CCC(C)C3 (stereo unspecified) | / | 10%[76.3 µM] | ? | / | / | -3% | -10% | /
CC(C)CN(CC(C)C)c1nnc(N)s1 | -1% | ? | -14% | 13% | 3% | 9% | -13% | 4%
COc1cc(OC)c(NC(=O)Nc2sc3nc4n(c(=O)c3c2C)CCC(C)CC4)cc1Cl (stereo unspecified) | / | 5%[76.3 µM] | ? | / | / | 11% | 4µM*[quencher] | /
Cc1cc(Nc2ccccc2)c2c([N+](=O)[O-])cc(C)c(C)c2n1 | -8% | -2% | -15% | 9%[10 µM] | 3% | 3% | -21% | -5%
CCOc1ccc(CC(=O)OCc2cc(=O)n3cc(Br)ccc3n2)cc1 | -4% | 3% | ? | -17% | 5% | -5% | -12% | 5%
COC(=O)C/C=C\[C@@H](C)[C@@H](/C=N\OC[C@@H]1O[C@H](c2ccccc2)C=C[C@@H]1Oc1ccc(OC)cc1)NS(=O)(=O)c1ccc(C)cc1 | / | / | -12%[11.5 µM] | ? | 11%[17.5 µM] | -7%[11.6 µM] | -14%[11.6 µM] | 0%[17.4 µM]
CC(OC(=O)Cc1coc2ccc3ccccc3c12)C(=O)NC(N)=O (stereo unspecified) | / | 3% | -15% | 12%[10 µM] | 7% | 8% | -14% | -1%
CCCCCCCCCCC(C)(C)C(=O)Nc1c(OC)cc(OC)cc1OC | / | / | ? | -46%[inhibitor] | -15% | 0% | -12% | 0%
CCCN(N=Nc1cccc([N+](=O)[O-])c1)c1cccc([N+](=O)[O-])c1 | -11% | -11% | -15% | 8% | 1% | 5% | ? | -4%
O=C(NC1CCCCC1)C(c1ccc2ncccc2c1)N(Cc1ccc2c(c1)OCO2)C(=O)c1ccc2c(c1)OCCO2 (stereo unspecified) | -1% | 6% | -5% | 4%[10 µM] | -3% | 2% | 1% | -7%
CCCCC/C=C\CC1OC1CCCCCCCC(=O)O (stereo unspecified) | / | / | -2%&3% | -3%&-17% | 1%&-7% | -12%&-9% | -3%&-1% | -8%&4%
Cc1cccc(-c2nc(CSc3nc4c(c(=O)[nH]3)CCC4)c(C)o2)c1 | -2% | 0% | -13% | / | -2% | 9% | -3% | -3%
O=C(CN1CCCCC1)Nc1cccc([N+](=O)[O-])c1 | 2% | -1% | 0% | -13% | -1% | -11% | -6% | 7%
CCc1nnc(NS(=O)(=O)c2ccc(NC(=S)NC(=O)/C=C/c3ccc(F)cc3)cc2)s1 | -3% | -13% | ? | -22%[10 µM] | 1% | 0% | -9% | -7%
COc1ccccc1OCC(=O)NNC(=O)c1cccs1 | 3% | 3% | 4% | -3%[10 µM] | -2% | 1% | 7% | 1%
COc1cc(CNCc2cccs2)ccc1OCc1ccccc1 | -8% | -7% | -4% | -1% | -21% | -1% | -5% | -11%
CC(C)(C)c1ccc(C(=O)N2CCN(CCc3ccccn3)CC2)cc1 | / | 14%[76.3 µM] | 7% | / | / | 3% | 6% | /
CCOc1ccc2oc(C(=O)NC3CC(C)(C)NC(C)(C)C3)c(C)c2c1 | -8% | 4% | -16% | -42%[inhibitor] | 3% | -14% | -21% | -3%
Oc1ccccc1Nc1nc2ccccc2n2nnnc12 | / | 5%[76.3 µM] | ? | / | / | 16% | ? | /
Cc1c(Cl)c([N+](=O)[O-])nn1CC(=O)NCC(C)C | 10% | 21% | 8% | / | 3% | 4% | 13% | 5%
COC(=O)c1cc(NS(=O)(=O)c2ccc(Cl)c(N3C(=O)c4ccc(C(=O)O)cc4C3=O)c2)cc(C(=O)OC)c1 | / | -1% | -3% | -4%[10 µM] | 3% | 2% | -2% | 2%
C/C(=N/OC(=O)c1c(-c2c(Cl)cccc2Cl)noc1C)c1cnccn1 | -4% | 11% | -11% | ? | 0% | 4% | -11% | -12%
CCN1CCN(C2=CC3=CC(=C(C#N)C#N)CCC3CC2)CC1 (stereo unspecified) | ? | -21% | ? | / | -13% | -3% | -25% | -2%
Cn1c(=O)n(-c2ccccc2)c(=O)c2c3c(sc21)COC(C)(C)C3 | 3% | 15% | 2% | -6%[0.074 µM] | -8% | 2% | 2% | 0%
CCCc1nnc(NC(=O)CCC(=O)N2CCN(C3c4ccccc4-c4ccccc43)CC2)s1 | -2% | 6% | ? | 14%[10 µM] | -17% | 6% | -3% | -10%
O=C(Nc1ccccc1)C1=C(c2ccccc2)S(=O)(=O)CCS1(=O)=O | 0% | 5% | 28µM* | -162%[inhibitor] | 0% | 22µM* | -20% | -1%
Cc1ccc(Cl)cc1N1CCN(C(=O)CN2C(=O)c3cccc4cccc2c34)CC1 | 1% | -13% | 2% | -7%[10 µM] | 0% | 2% | -2% | 1%
CC(C)c1cc(C(F)(F)F)n2nc(C(=O)Nc3ccc4c(c3)OCO4)cc2n1 | -6% | -2% | ? | -21%[10 µM] | -5% | 11% | -12% | 0%
CC1CCCN(C(=S)SCC(=O)O)C1 (stereo unspecified) | 0% | 3% | 10% | 8%[10 µM] | 10% | -6% | 12% | 7%
CCNC(=S)NNC(=O)CSc1nc2ccccc2n1C | -1% | -23% | -11% | 15%[10 µM] | 4% | -9% | -9% | -6%

One compound at a time, from the list above. Values in the order: GAA inhib, GAA glycogen, Tau ThT inhib, HTT ATP protect, aGal spleen mod, Tau fibril FP, Tau fluor counter, aGlu spleen mod
Cc1ccc(Cl)cc1N1CCN(C(=O)CN2C(=O)c3cccc4cccc2c34)CC1 is entered as 1%, -13%, 2%, -7%[10 µM], 0%, 2%, -2%, 1%
O=C(Nc1ccccc1)C1=C(c2ccccc2)S(=O)(=O)CCS1(=O)=O is entered as 0%, 5%, 28µM*, -162%[inhibitor], 0%, 22µM*, -20%, -1%
Cc1c(Cl)c([N+](=O)[O-])nn1CC(=O)NCC(C)C is entered as 10%, 21%, 8%, /, 3%, 4%, 13%, 5%

(next part)
smiles | GAA inhib | GAA glycogen | Tau ThT inhib | HTT ATP protect | aGal spleen mod | Tau fibril FP | Tau fluor counter | aGlu spleen mod
Cc1cc(/C=C2/C(=N)N3C(=NC2=O)SN=C3S(C)(=O)=O)c(C)n1-c1ccc(F)cc1 | -6% | -5% | -22% | -111%[inhibitor] | 0% | 10% | -1% | 1%
Cc1ccccc1C(=O)Nc1nc2c(C)csc2c(=O)s1 | / | 3% | / | -6%[10 µM] | 17% | -13% | -8% | 4%
O=C(Nc1ccc(Cl)cc1)Nc1nnc(/C=C/c2ccccc2)s1 | / | 5% | 3% | 25%[10 µM] | 1% | ? | ? | 2%
O=C1NC(=O)C(CC(=O)N(Cc2cccs2)C2(C(=O)NC3CCCC3)CCCCC2)N1 (stereo unspecified) | -9% | 12% | -3% | -12%[10 µM] | -1% | 6% | 0% | -9%
COc1ccc(NS(=O)(=O)c2ccc(Oc3cccc(C(=O)O)c3)cc2)cc1 | 4% | 3% | -12% | -57% | -8% | 5% | -13% | -4%
COC(=O)CCCNC(=O)c1ccccn1 | 1% | -9% | -2% | -18% | -12% | 3% | 2% | -4%
CCCc1[nH]nc2c1C(c1ccoc1)C(C#N)=C(N)O2 (stereo unspecified) | -15% | 6% | ? | / | -7% | -10% | -5% | -2%
